Assay outcomes from PubChem.
Keap1-Nrf2 PPI: Keap1-Nrf2 protein-protein interaction inhibitors, primary screen, biochemical, fluorescence polarization, single point | Kelch-like ECH-associated protein 1 (Homo sapiens), Q14145 | Keap1 Kelch-Nrf2 peptide fluorescence polarization, 1536-well | inhibition, % at 9.4 µM | actives 0.15% (n = 340,000) | AID 504523, 2011; in the data active = inhibition above about 12%;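 also: human Keap1 Kelch domain with fluorescein labeled Nrf2 9mer peptide probe; 0% = neutral control wells and 100% = peptide positive control; higher means more block of Keap1 binding to Nrf2 peptide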
Pemphigus Ab inh: inhibitors of pemphigus antibody binding to DSG3, primary screen, biochemical, bead-based, flow cytometry, scFv-GFP | Desmoglein-3 (Homo sapiens), P32926 | actives 0.48% (n = 310,000) | DSG3-coupled beads, scFv-anti-DSG3-GFP binding; stronger effect = lower value | binding (percent of control), % at 10 µM;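 active = binding more than 3 SD below its plate's average and above zero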;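 also: hits lower antibody fragment binding to DSG3; some compounds called inactive have numbers as strong as hits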
Target sequence (P32926 whole entry, looked up, the tested form may be a part): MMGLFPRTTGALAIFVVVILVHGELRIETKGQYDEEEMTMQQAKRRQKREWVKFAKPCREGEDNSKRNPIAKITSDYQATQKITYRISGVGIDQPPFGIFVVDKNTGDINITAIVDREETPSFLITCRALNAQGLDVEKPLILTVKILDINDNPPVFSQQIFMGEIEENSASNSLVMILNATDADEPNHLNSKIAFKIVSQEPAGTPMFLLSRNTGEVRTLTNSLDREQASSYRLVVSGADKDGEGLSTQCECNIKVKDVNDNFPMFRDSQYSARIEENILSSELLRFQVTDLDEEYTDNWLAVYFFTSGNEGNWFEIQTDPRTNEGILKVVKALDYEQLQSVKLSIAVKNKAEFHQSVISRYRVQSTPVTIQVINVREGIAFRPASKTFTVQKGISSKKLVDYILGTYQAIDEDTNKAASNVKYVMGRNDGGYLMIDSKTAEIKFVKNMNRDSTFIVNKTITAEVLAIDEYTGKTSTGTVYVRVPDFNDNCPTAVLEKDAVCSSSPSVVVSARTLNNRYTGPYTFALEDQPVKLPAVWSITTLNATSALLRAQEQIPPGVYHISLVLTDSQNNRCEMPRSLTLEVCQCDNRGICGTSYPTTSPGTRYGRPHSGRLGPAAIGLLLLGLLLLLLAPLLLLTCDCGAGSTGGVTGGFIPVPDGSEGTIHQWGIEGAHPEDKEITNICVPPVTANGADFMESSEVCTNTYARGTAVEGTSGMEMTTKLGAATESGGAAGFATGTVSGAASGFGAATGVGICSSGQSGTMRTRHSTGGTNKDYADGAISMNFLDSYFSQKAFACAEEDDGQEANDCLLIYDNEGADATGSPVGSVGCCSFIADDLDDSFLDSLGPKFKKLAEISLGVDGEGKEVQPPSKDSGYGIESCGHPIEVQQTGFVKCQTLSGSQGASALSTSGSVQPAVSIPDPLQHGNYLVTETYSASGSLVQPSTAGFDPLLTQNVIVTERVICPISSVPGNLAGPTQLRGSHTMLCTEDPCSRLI
C-LANA FP: inhibitors of KSHV C-LANA binding to DNA, primary screen, biochemical, fluorescence polarization, FAM-LBS DNA, MBP-C-LANA, single point; AID 504423, 2011; inhibition, % at 9 µM; actives 0.078% (n = 340,000);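 active = highest replicate inhibition at or above 60% at 9 µM, even if other replicates fall short; inactive = all replicates below 60% inhibition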;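 also: 0% = neutral control wells and 100% = 4 µM acridine orange control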
CAL PDZ FP-1: untagged CAL PDZ binding inhibitors, primary screen, biochemical, fluorescence polarization, HTS | Golgi-associated PDZ and coiled-coil motif-containing protein (Homo sapiens), Q9HD26 | purified CAL PDZ, TMR-peptide fluorescence polarization, 1 h | inhibition, % at 24.9 µM | actives 0.92% (n = 300,000) | AID 602252, 2012;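 active = mean inhibition of at least 30% with at least half of replicates also reaching 30%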;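 also: 0% = DMSO neutral control and 100% = excess unlabeled competitor peptide PRC23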
Arrestin-AP2 inh: inhibitors of beta-arrestin/AP2 binding, primary screen, biochemical, GPCR trafficking, flow cytometry | beta-arrestin 1 C-terminal peptide binding to AP2 beta2-adaptin appendage (human) | FITC-arrestin peptide / GST-AP2 beads; AP2 beta2 appendage carries R879A mutation | inhibition, % at 10 µM | actives 0.31% (n = 340,000) | AID 504490, 2011;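 active = inhibition above a set limit, near 3 SD of compounds lacking own fluorescence, cut at about 54% in these data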;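 also: plate controls were DMSO wells for no effect and 5 µM unlabelled arrestin peptide for full effect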
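Assay system: GST-AP2 R879A bound to glutathione beads, E. coli-expressed; Medium: PBS with 0.05% Tween 20 and 0.1% BSA; Also added: fluorescein-tagged arrestin peptide at 50 nM final; Timing: 12 min plus 1 h, RT; Measured by: flow cytometry, FL1 (488/535 nm); Evaluation: percent drop in bead-associated FITC signal.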
DAGLB inh: DAGLB lipase inhibitors, primary screen, biochemical, fluorescence, HTS. AID 504411, 2011. HEK293T DAGLB membrane lysate, EnzChek fluorogenic substrate. Diacylglycerol lipase-beta (Homo sapiens), Q8NCG7. actives 0.059% (n = 340,000). inhibition, % at 5.17 µM; in the data active = inhibition above about 34%;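 also: 0% = enzyme with vehicle and 100% = wells lacking enzyme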
RTF Ca sens inh: cardiac RTF calcium sensitivity inhibitors, primary screen, biochemical, IANBD-TnC fluorescence, EC70 calcium; Troponin I, cardiac muscle (Homo sapiens) + Troponin T, cardiac muscle (Homo sapiens) + …; IANBD-labeled cardiac RTF, Ca2+ fluorescence; inhibition, % at 7.15 µM; actives 0.12% (n = 340,000); AID 493244, 2011;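 active = inhibition above the mean inhibition of all tested compounds plus 3 SD, cut at about 17% in these data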;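 also: assay run at fixed EC70 calcium of 1.6 mM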
V-ATPase pH: regulators of yeast V-ATPase proton pumping, primary screen, pHLuorin cytosolic pH fluorescence; S. cerevisiae; response, % at 10 µM; actives 0.37% (n = 350,000); AID 504577, 2011; in the data active = response mostly above about 7.3%, no sharp cut-off; inactive = mostly below about 5.4%; also: actives read high; inactives centre near 0; some compounds called inactive have numbers as strong as hits; reference of the scale not given here
CAL PDZ FP-2: CAL PDZ peptide-binding inhibitors, primary screen, biochemical, fluorescence polarization, Cer-tagged CAL PDZ, HTS; purified CAL PDZ, TMR-peptide fluorescence polarization, 1 h; Golgi-associated PDZ and coiled-coil motif-containing protein (Homo sapiens), Q9HD26; inhibition, % at 20 µM; actives 0.02% (n = 330,000); AID 504414, 2011;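 active = highest replicate inhibition of at least 40%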;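 also: plate controls were DMSO neutral control wells for no effect and unlabeled competitor peptide control wells for full effect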
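material = purified tagged CAL PDZ domain construct (CerCALP) | compound dosing = 20 µM, one dose | times = 1 h at RT | measured by = fluorescence polarization from S- and P-plane intensities, G-factor corrected | read-out = inhibition from polarization loss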
NSD2 inh: NSD2 histone methyltransferase inhibitors, primary screen, biochemical, AlphaScreen, single concentration, set 2; Histone-lysine N-methyltransferase NSD2 (Homo sapiens), O96028; NSD2 peptide methylation, 120 min; inhibition, % at 12.5 µM; actives 0.54% (n = 310,000); in the data active = inhibition above about 50%
Active calls of the source: *; nt = not tested or not shown. The list is partial; the hit share may differ from the screen's.

SMILES	Keap1-Nrf2 PPI	Pemphigus Ab inh	C-LANA FP	CAL PDZ FP-1	Arrestin-AP2 inh	DAGLB inh	RTF Ca sens inh	V-ATPase pH	CAL PDZ FP-2	NSD2 inh
CC1(c2ccccc2)NC(=O)N(CC(=O)Nc2ccccc2N2CCCC2)C1=O (stereo not given)	-1	99	0.9	nt	10	-4	-12	-7	-0.9	-1
Cc1ccc(S(=O)(=O)N(CC(=O)NCc2cccnc2)C2CCCCC2)cc1	-2	79	0.9	0	5	0	-5	0	-1.9	0
Cc1ccc(S(=O)(=O)/N=C2/NC(=O)/C(=C/c3ccccn3)S2)cc1	-1	nt	-0.5	nt	42	4	-4	-1	-2.5	-2
Cc1oc(/N=C/c2ccccc2O)c(C#N)c1C	-1	105	3.0	-2	9	-1	-5	0	nt	-1
CCCCC(=O)Nc1ccc(Br)cc1C(=O)O	0	112	-1.0	2	13	3	2	4	-0.9	-3
O=C(NCCCN1CCOCC1)Nc1ccc(Cc2ccc(NC(=O)NCCCN3CCOCC3)cc2)cc1	1	78	-0.2	-7	19	5	-8	5	-4.3	-1
COc1ccccc1C(=O)NCCC(=O)N1CCN(S(=O)(=O)c2ccc(Cl)cc2)CC1	-3	107	-1.2	-1	2	-2	-9	4	0.0	-2
FC(F)(F)c1ccccc1-c1nc(-c2ccncc2)no1	-2	97	-1.9	-8	-4	-5	-4	-1	-0.9	-2
CN(Cc1ccccc1)C(=O)COC(=O)C12CC3CC(CC(Br)(C3)C1)C2	-1	95	-3.7	-4	-6	-7	-10	-1	-0.9	-4
CCc1c(C)sc(NC(=O)c2ccco2)c1C(=O)N1CCCCC1	-5	111	2.0	0	-7	2	-6	1	-0.3	0
O=C(C1CCN(S(=O)(=O)c2ccc(Cl)s2)CC1)N1CCN(c2ccccc2)CC1	-5	112	-0.5	-3	-11	0	-6	3	-0.3	-4
COc1cccc(NC(=O)CN(C)C(=O)c2ccccn2)c1	2	102	1.0	1	30	1	-7	5	1.1	0
COc1ccccc1NC(=O)C1=C(C)NC(=O)NC1c1ccccc1[N+](=O)[O-] (stereo not given)	-4	100	1.7	1	-4	-1	5	0	-1.5	4
CCOC(=O)c1c(C)[nH]c2cc(Br)c(OC)cc12	3	nt	0.4	nt	-8	-4	-2	2	-2.3	-1
CCN1CCN(C(=O)C2=CC(c3ccc(OC)cc3)=NS(=O)(=O)N2C)CC1	-2	95	-2.1	1	15	-1	-3	-3	0.4	nt
COC(=O)CNC(=O)COC(=O)C(Cc1ccccc1)NC(=O)c1ccco1 (stereo not given)	3	nt	1.5	0	13	-1	-1	19	-0.9	-5
CCCCN1C2CCCC1CC(NC(=O)c1ccccc1Cl)C2 (stereo not given)	1	105	-0.8	-1	8	-1	-10	8	1.7	33
COc1ccccc1NS(=O)(=O)c1cccc(NS(=O)(=O)c2cc(C(=O)O)ccc2OC)c1	2	118	0.1	8	-1	2	-7	1	-0.6	0
CCOc1ccc(-n2c(=O)c3sccc3n(Cc3ccc(C)cc3)c2=O)cc1	4	103	-0.3	-1	4	-5	-3	-1	-1.1	-3
CC[C@]12c3[nH]c4ccc(Cl)cc4c3CCN1C(=O)[C@@H](CC(=O)NCCN1CCOCC1)C[C@@H]2C(=O)N1CCN(C(=O)C2CC2)CC1	2	99	-0.5	-5	9	0	-5	4	0.2	nt
COc1ccc(C2CC(=O)Oc3c2c(=O)n(C)c2ccccc32)c(OC)c1OC (stereo not given)	-1	95	-0.7	-4	-1	1	7	3	-0.4	0
COC(=O)/C(=C\Nc1ccc(OC)cc1)NC(=O)c1ccc(Cl)cc1Cl	5	108	-0.8	-2	-3	-4	-6	-2	nt	nt
CSc1ccccc1OCc1cc(C(=O)N2CCN3CCCC3C2)no1 (stereo not given)	3	99	1.8	-2	-9	-2	2	-2	-1.8	4
O=[N+]([O-])c1ccc(N=NN(CCO)CCO)cc1	-4	104	-1.0	-1	12	1	8	3	-2.4	4
COc1ccc(Cl)cc1NC(=O)COC(=O)C1=NNC(=O)CC1	-4	nt	-1.3	-1	15	1	0	-2	0.4	0
O=c1cc(C(F)(F)F)nc(-c2cccnc2)[nH]1	-1	102	-0.6	-4	4	0	-20	-1	0.3	-2
Cc1ccc(CNC(=O)CSc2nnc(CNC(=O)c3ccccc3)o2)cc1	2	nt	2.1	nt	14	0	10	-3	-1.2	-2
N#CC1=C(N)N(c2ccccc2Sc2ccccc2)C(=O)C1	-2	104	0.2	-3	20	7	-11	0	-0.5	4
Cc1ccc(C)c(NC(=O)COC(=O)CSc2ccccc2)c1	0	109	0.8	nt	15	-4	-8	2	-1.0	-1
CC1CCCC(C)N1c1nnc(N)s1 (stereo not given)	0	107	-1.6	0	6	0	-1	-1	-0.5	nt
COCCCn1c(=O)/c(=C/c2ccccc2OC(F)F)s/c1=C(\C#N)C(=O)NCCOC	9	94	9.3	5	35	-4	-3	-43	-0.8	nt
CCN1CCCC1CNC(=O)COc1cc(=O)n(C)c2ccccc12 (stereo not given)	-2	97	1.1	nt	10	0	-7	nt	0.6	9
NC(=S)Nc1cnc2ccccc2c1	3	106	0.9	-5	7	-7	-3	-3	0.2	0
CCOCCc1nnc(NC(=O)CCc2ccccc2)s1	1	90	0.3	-1	11	-4	-4	-2	1.2	-4
COc1ccc(-c2cc(C(F)(F)F)nc(N3CCN(C)CC3)n2)cc1OC	-2	105	0.2	4	-6	-3	4	-4	-1.3	2
S=c1[nH]nc(-c2cccnc2)n1-c1ccccc1	-2	nt	0.9	-1	-13	1	-3	2	-2.5	0
COc1ccc(C(CNC(=O)c2cccc(S(=O)(=O)N3CCCCC3)c2)N2CCCC2)cc1 (stereo not given)	-1	152	-1.6	5	0	-3	-9	4	0.2	1
COc1ccc(-c2csc(NC(=O)CSc3ccc(Br)cc3)n2)c(OC)c1	-2	102	-2.3	-4	2	-7	0	0	-1.0	0
Cc1c(C(=O)N2CCCC2)c(S(=O)(=O)NCCc2ccccc2)c(C)n1C	-5	nt	-0.4	-3	4	-2	0	-1	-1.8	0
CC(CNC(=O)c1cc(Cl)ccc1[N+](=O)[O-])NC(=O)c1cc(Cl)ccc1[N+](=O)[O-] (stereo not given)	3	97	1.5	-4	-7	0	-4	-4	nt	-2
NC(=S)N/N=C/c1c(O)ccc2ccccc12	7	107	1.3	5	0	5	1	-3	0.9	-4
COc1cc(CC(=O)OCC(=O)Nc2cc([N+](=O)[O-])ccc2F)cc(OC)c1OC	-2	99	0.3	3	5	-1	-14	-1	0.3	0
C=CCOc1ccc(/C=C/C(=O)OCC(=O)N(C)CC(=O)Nc2ccc(F)cc2)cc1	0	97	-4.4	-3	5	0	7	0	0.4	-4
O=C(Cc1cccs1)Nc1nc(-c2ccc(F)c(F)c2)cs1	-3	112	-0.7	-2	-9	-3	-19	1	-2.8	nt
N#C/C(=C\c1ccc([N+](=O)[O-])cc1)c1nc(C2CC2)cs1	4	87	4.0	-2	5	-2	-12	2	2.4	0
CC(C)c1ccc(S(=O)(=O)N2CCN(CC(O)CN3CCOCC3)CC2)cc1 (stereo not given)	1	nt	0.1	-2	-6	0	-4	-1	-0.4	-2
O=C(NCCc1ccccc1)c1ccc2c(c1)S(=O)(=O)N=C1CCCCCN12	0	nt	0.6	3	23	2	-1	3	-0.2	-2
Cc1ccc(S(=O)(=O)CCC(=O)OCC(=O)NC(C)c2ccc(F)cc2)cc1 (stereo not given)	0	nt	2.7	-3	2	1	1	3	-0.1	0
CC(=O)c1ccc(NC(=O)C(C)OC(=O)c2ccc(NS(=O)(=O)c3ccc4[nH]c(=O)[nH]c4c3)cc2)cc1 (stereo not given)	0	84	4.1	-9	17	-1	3	-2	1.6	1
CCCCC(CC)CNC(=O)Cn1c(=O)[nH]c2ccsc2c1=O (stereo not given)	-2	102	-0.4	-1	-1	1	-9	0	-2.7	1
Cc1cc(=O)[nH]c(SCC(=O)Nc2cccc3ccccc23)c1C#N	2	100	-1.3	nt	-3	1	-10	-3	-0.2	-1
O=C(CN(C(=O)c1ccccc1Cl)N1C(=O)CCCC1=O)c1ccc(Cl)cc1	-5	109	-1.0	-1	5	-1	-13	-2	-2.7	-4
CCOC(=O)c1ccccc1NC(=O)Cn1c(=O)n(Cc2ccccc2)c(=O)c2c(C)c(C)sc21	-2	98	-1.9	-4	8	-2	-10	5	0.9	1
FC(F)(F)c1cccc(CNC2CCN(Cc3ccccc3)CC2)c1	-3	95	25	0	-3	-3	-3	4	nt	-4
CCc1ccc(NC(=S)N(CCC(C)C)C2CCN(C(C)=O)CC2)cc1	-3	104	0.5	7	-4	-2	-7	0	-0.2	-5
CC(C)(C)NC(=O)COc1ccc(CNc2ccc3[nH]c(=O)[nH]c3c2)cc1	2	105	-1.8	0	44	2	-10	0	4.8	nt
Cc1cc(=O)oc2c1c(C(F)(F)F)nn2-c1ccccc1	-1	98	0.2	nt	4	nt	nt	3	-0.6	-3
CCN(CC)c1nc(-c2nn[nH]n2)nc(N(CC)CC)n1	1	97	0.1	19	22	3	0	4	-1.1	0
O=C(CC(Nc1ccc(F)cc1)c1ccccc1)c1ccccc1 (stereo not given)	-8	109	3.2	-3	5	-1	4	-2	-3.1	-7

Just RTF Ca sens inh and NSD2 inh, for some of the entries so far:
canonical_smiles,RTF Ca sens inh,NSD2 inh
O=[N+]([O-])c1ccc(N=NN(CCO)CCO)cc1,8,4
Cc1ccc(S(=O)(=O)N(CC(=O)NCc2cccnc2)C2CCCCC2)cc1,-5,0
